# IL1B NFkB pot – enhances IL-1B driven NFkB nuclear translocation; HUVEC IL-1B NFkB p65 nuclear translocation imaging; activation, % at 2 µM; 94,000 compounds, 0.3% hits;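 active = activation above 40%, about the mean plus 3 SD, also judged a hit on visual image review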;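 note: percent activation is computed from the nuclear over cytoplasmic p65 intensity ratio; values of inactives mirror those of a sister screen read the other way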
# IL1B NFkB inh – blocks IL-1B driven NFkB nuclear translocation in HUVEC cells; HUVEC IL-1B NFkB p65 nuclear translocation imaging; inhibition, % at 2 µM; 94,000 compounds, 0.43% hits;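 active = inhibition above about 30% together with a positive call from visual inspection of the well image, limit read from the data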;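 note: nuclear over cytoplasmic p65 intensity ratio measured by imaging; 0% = IL-1B stimulated DMSO wells and 100% = unstimulated DMSO wells; values of inactives mirror those of a sister screen read the other way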
# MRP reversal – MRP-mediated drug resistance reversal; H69AR cells + 2 uM doxorubicin, CellTiter-Glo, 72 h; differential viability (reversal), % at 10 µM; 85,000 compounds, 0.04% hits; AID 602;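 active = viability drop by adding the cancer drug above about 55%, with treated viability meeting a 40% cutoff, limit read from the data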;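 note: viability without doxorubicin minus viability with 2 µM doxorubicin for each compound; larger differential means the compound sensitizes cells more to doxorubicin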
# Bcl-B displacement – displacers of TR3 peptide from Bcl-B, primary screen, selectivity assay for Bfl-1 inhibitor project, biochemical, fluorescence polarization; FP displacement of FITC-TR3 peptide from Bcl-B; higher % means a stronger effect; displacement, % at 20 µM, or IC50 in µM where a hit was titrated; 96,000 compounds, 0.11% hits; AID 748;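 active = displacement above 50% at 20 µM plus a fluorescence interference ratio under 1.5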;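 note: plate controls were wells without compound for no effect and wells lacking Bcl-B protein for full effect; a part of the inactive calls stands beside numbers as strong as those of hits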
# PLAP inhibitors HTS – PLAP enzyme inhibitors, biochemical, luminescence, HTS (AID 690); purified PLAP, luminescent substrate; higher % means a stronger effect; one-dose inhibition, % at 20 µM; IC50 in µM for titrated hits; 96,000 compounds, 0.08% hits; in the data active = a potency from the dose series; inactive = the rest, 99 in 100 with inhibition below about 30%; note: strong numbers were not always called active
# MRP reversal cytotoxicity – second read-out of MRP reversal, no call of its own (marks repeat the call); viability, %; H69AR cells, CellTiter-Glo, 72 h; measured here: cytotoxicity without doxorubicin
# MRP reversal with doxorubicin – second read-out of MRP reversal, no call of its own (marks repeat the call); viability, %; measured here: viability with 2 uM doxorubicin; hits give low values
# IL1B NFkB inh cell count 2 µM – second read-out of IL1B NFkB inh, no call of its own (marks repeat the call); cell count; measured here: cells passing quality filter;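 raw number of nuclei counted in each imaged well without normalization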
# IL1B NFkB pot cell count 2 µM – further read-out of IL1B NFkB pot, marked with its call; cell count; measured here: cells passing quality filter
# * hit, by the source's call; . = not tested or not shown. The list is partial, so the mix of outcomes need not match the whole.
# Abbreviations – A = IL1B NFkB pot; B = IL1B NFkB pot cell count 2 µM; C = IL1B NFkB inh; D = IL1B NFkB inh cell count 2 µM; E = MRP reversal; F = MRP reversal cytotoxicity; G = MRP reversal with doxorubicin; H = Bcl-B displacement; I = PLAP inhibitors HTS
CCCCn1c(O)c(C(C)=NC(Cc2c[nH]c3ccccc23)C(=O)OC)c(=O)[nH]c1=O (stereo not drawn)
  A: 32.1	B: 140	C: -32.1	D: 140	E: -11.7	F: 86.7	G: 98.4	H: -4.0%	I: -10.3%
CCCCOc1ccc(CN2CCN(CCO)CC2)cc1
  A: 2.2	B: 155	C: -2.2	D: 155	E: 19.5	F: 98.5	G: 79.0	H: -3.5%	I: -4.3%
CC(C)(C)c1ccc(O)c(CN2CCN(c3ccccc3)CC2)c1
  A: 31.3	B: 150	C: -31.3	D: 150	E: 0.1	F: 92.4	G: 92.2	H: -11.4%	I: 5.4%
O=c1[nH]c(=O)n(CCC2=CCCCC2)c(O)c1C=NCCN1CCNCC1
  A: -2.1	B: 99	C: 2.1	D: 99	E: -1.9	F: 90.4	G: 92.3	H: -175.4%	I: -34.0%
COC(=O)CSC1=NP(=S)(SCC(=O)OC)N2CCCC2=C1C#N (stereo not drawn)
  A: 0.9	B: 137	C: -0.9	D: 137	E: -12.1	F: 55.7	G: 67.8	H: -1.5%	I: 4.1%
CC(=NCC1CCCO1)c1c(O)n(C)c(=O)n(C)c1=O (stereo not drawn)
  A: -9.1	B: 158	C: 9.1	D: 158	E: -7.1	F: 101.9	G: 109.0	H: -2.9%	I: 4.0%
CCCC(C)C1(CC)C(=O)NC(=Nc2ccccc2OC)NC1=O (stereo not drawn)
  A: 20.7	B: 199	C: -20.7	D: 199	E: 5.7	F: 96.7	G: 91.0	H: 13.3%	I: 14.8%
O=C(C1CCC(=O)N1Cc1ccc(F)cc1)N1CCC2(CC1)OCCO2 (stereo not drawn)
  A: 1.1	B: 113	C: -1.1	D: 113	E: .	F: .	G: .	H: 2.1%	I: -8.2%

# Compound profiles (already shown). Order of screens: IL1B NFkB pot | IL1B NFkB pot cell count 2 µM | IL1B NFkB inh | IL1B NFkB inh cell count 2 µM | MRP reversal | MRP reversal cytotoxicity | MRP reversal with doxorubicin | Bcl-B displacement | PLAP inhibitors HTS
# Shown for CCCCOc1ccc(CN2CCN(CCO)CC2)cc1 → 2.2 | 155 | -2.2 | 155 | 19.5 | 98.5 | 79.0 | -3.5% | -4.3%
# Shown for O=c1[nH]c(=O)n(CCC2=CCCCC2)c(O)c1C=NCCN1CCNCC1 → -2.1 | 99 | 2.1 | 99 | -1.9 | 90.4 | 92.3 | -175.4% | -34.0%
# Shown for O=C(C1CCC(=O)N1Cc1ccc(F)cc1)N1CCC2(CC1)OCCO2 (stereo not drawn) → 1.1 | 113 | -1.1 | 113 | . | . | . | 2.1% | -8.2%

# Ordered by molecular weight (lowest first): some entries from above
# Abbreviations – A = IL1B NFkB pot; B = IL1B NFkB pot cell count 2 µM; C = IL1B NFkB inh; D = IL1B NFkB inh cell count 2 µM; E = MRP reversal; F = MRP reversal cytotoxicity; G = MRP reversal with doxorubicin; H = Bcl-B displacement; I = PLAP inhibitors HTS
CC(C)(C)c1ccc(O)c(CN2CCN(c3ccccc3)CC2)c1
  A: 31.3	B: 150	C: -31.3	D: 150	E: 0.1	F: 92.4	G: 92.2	H: -11.4%	I: 5.4%
O=c1[nH]c(=O)n(CCC2=CCCCC2)c(O)c1C=NCCN1CCNCC1
  A: -2.1	B: 99	C: 2.1	D: 99	E: -1.9	F: 90.4	G: 92.3	H: -175.4%	I: -34.0%
CCCCn1c(O)c(C(C)=NC(Cc2c[nH]c3ccccc23)C(=O)OC)c(=O)[nH]c1=O (stereo not drawn)
  A: 32.1	B: 140	C: -32.1	D: 140	E: -11.7	F: 86.7	G: 98.4	H: -4.0%	I: -10.3%

# Compound activity from PubChem.
